GCN5L2 inh: inhibitors of human GCN5L2 histone acetyltransferase | Q92830 | GCN5L2 HAT assay, ThioGlo1 CoA-SH fluorescence | Potency, µM (series often up to 58.9 µM), without a hit: top-dose activity change, negative = inhibition, hits mostly inhibitors | 0.21% of 390,000 active | AID 504327
Target sequence (Q92830 whole entry, looked up): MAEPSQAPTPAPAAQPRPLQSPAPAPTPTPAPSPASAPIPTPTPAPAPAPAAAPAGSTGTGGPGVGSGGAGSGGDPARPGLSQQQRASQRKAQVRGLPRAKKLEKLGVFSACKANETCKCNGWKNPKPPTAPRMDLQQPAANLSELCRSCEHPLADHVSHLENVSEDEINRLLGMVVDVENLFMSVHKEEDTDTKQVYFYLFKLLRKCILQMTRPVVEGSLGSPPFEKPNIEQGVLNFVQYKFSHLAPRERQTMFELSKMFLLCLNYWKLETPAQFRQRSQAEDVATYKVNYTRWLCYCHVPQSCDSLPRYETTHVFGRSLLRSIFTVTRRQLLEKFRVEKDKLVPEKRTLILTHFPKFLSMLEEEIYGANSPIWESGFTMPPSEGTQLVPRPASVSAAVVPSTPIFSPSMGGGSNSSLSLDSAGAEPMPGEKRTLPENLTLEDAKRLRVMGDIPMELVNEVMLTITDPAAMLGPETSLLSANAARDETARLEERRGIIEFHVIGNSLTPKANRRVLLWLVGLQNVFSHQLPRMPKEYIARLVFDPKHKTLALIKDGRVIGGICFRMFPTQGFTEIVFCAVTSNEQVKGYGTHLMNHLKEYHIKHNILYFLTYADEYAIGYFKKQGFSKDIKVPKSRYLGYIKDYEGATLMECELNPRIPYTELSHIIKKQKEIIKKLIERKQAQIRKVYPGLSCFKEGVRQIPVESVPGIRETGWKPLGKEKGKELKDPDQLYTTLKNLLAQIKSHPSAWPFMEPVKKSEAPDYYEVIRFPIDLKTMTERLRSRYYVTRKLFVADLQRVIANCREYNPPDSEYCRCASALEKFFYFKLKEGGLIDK
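ThioGlo1-coupled HAT assay: 20nM GCN5L2, 70uM acetyl-CoA, 75uM H3(1-25) peptide, pH 7.5. Fluorescence read at 340/540nm at start and after 20 min at room temperature.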
FEN1 inhibitor: inhibitors of human flap endonuclease 1 | P39748 | Recombinant FEN1 flap cleavage, fluorescence, 15 min | Potency, µM (top dose mostly 114 µM), for inactives: at the top dose activity change, negative = inhibition, usual class: inhibitors | 0.35% of 390,000 active | AID 588795; further: nearly all actives have a fitted effect of over 65% in size
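With each library titrated from low to high concentration, compounds met 10 nM FEN1 for 15 min at room temperature before 50 nM substrate was added; readings at 0 and 15 min fed four-parameter Hill curve fits.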
N370S GC: inhibits or activates N370S mutant glucocerebrosidase. 0.092% of 330,000 active. N370S GC spleen homogenate, 4MU-glucoside fluorescence. Potency, µM (doses to about 59.4 µM), without a hit: at the top dose activity change, negative = inhibition, usual class: inhibitors;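 further: 0% = full enzyme activity and -100% = no enzyme basal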
Numbers without * were called inactive; ? = inconclusive; nt = no result given; [ ] = remark or other dose. The call rests on the fitted dose curve; in most records, active means well fitted curve in the direction sought with a large enough effect; inconclusive means small, poorly fitted or top-dose-only effect, or another doubt; inactive means no such curve, though single readings can be large; an effect the other way counts as inactive or inconclusive. Unless noted, on the % scale 0 is the no-effect control and ±100 the full control effect; potency means the concentration at half of the fitted maximal effect.

The first three entries, to show the layout:
SMILES	GCN5L2 inh	FEN1 inhibitor	N370S GC
CCc1ccc(NC(=O)N2CCN(c3ccccc3)CC2)cc1	-5%	-17%	9%
Cc1ccc2nc(NC(=O)C3CCN(S(=O)(=O)c4cccnc4)CC3)sc2c1	-8%	-22%	-2%
CCC(Sc1nc2nccnc2c(=O)n1Cc1ccc(Cl)cc1)C(=O)NC1CCCCC1 (stereo unspecified)	-1%	1%	nt

All compounds of this part, previewed entries included:
SMILES	GCN5L2 inh	FEN1 inhibitor	N370S GC
CCc1ccc(NC(=O)N2CCN(c3ccccc3)CC2)cc1	-5%	-17%	9%
Cc1ccc2nc(NC(=O)C3CCN(S(=O)(=O)c4cccnc4)CC3)sc2c1	-8%	-22%	-2%
CCC(Sc1nc2nccnc2c(=O)n1Cc1ccc(Cl)cc1)C(=O)NC1CCCCC1 (stereo unspecified)	-1%	1%	nt
COc1cccc(CN(C)C(=O)c2ccc(S(=O)(=O)Nc3ccccc3F)cc2)c1OC	?	0%	-13%
C/C(=N\Nc1ccc(Cl)c(C(=O)O)c1)c1ccc[nH]1	-6%	-32%	-10%
COc1ccc(NC(=O)c2csc(Cc3ccc(Cl)cc3)n2)cc1	-3%	-12%	?
COc1ccc(C(CNC(=O)c2cc(S(=O)(=O)N3CCN(c4ccccc4)CC3)ccc2Cl)N(C)C)cc1 (stereo unspecified)	-4%	-1%	nt
Nc1nc(CSc2nc3ccccc3[nH]2)nc(N2CCOCC2)n1	-16%	-12%	3%
C[C@@H](NC(=O)c1nc[nH]c1C(=O)N[C@H](C)c1ccccc1)c1ccccc1	-11%	-27%	nt
O=c1c(-c2cnn(-c3ccccc3)c2)coc2cc(O)ccc12	-1%	-5%	4%
CCn1c(C)csc1=NC(=O)c1ccccc1O	5%	-9%	?
CC(=O)Nc1ccc(NC(=O)c2cc3sccc3n2Cc2ccc(Cl)cc2)cc1	1%	20%	nt
COc1ccccc1C(O)(c1ccccc1)C(CN1CCOCC1)c1ccccc1 (stereo unspecified)	-6%	-17%	-7%
CCOc1ccc(C(=O)NNC2CC(=O)N(CCc3ccccc3)C2=O)cc1OC (stereo unspecified)	0%	-2%	-7%
CSc1nc(NCc2ccccc2)c2c3c(sc2n1)CN(C)CC3	-6%	-4%	-17%
CC1CCCN(CC(O)COC(c2ccccc2)c2ccccc2)C1 (stereo unspecified)	-6%	14%	-1%
Cc1ccc(C(C)(C)C)cc1S(=O)(=O)N1CC(=O)Nc2ccccc21	-4%	-6%	-1%
CSCCC(NC(=O)c1ccco1)C(=O)OCC(=O)N(Cc1ccccc1)C(C)(C)C (stereo unspecified)	-2%	-8%	-2%
O=C(C1CCN(S(=O)(=O)c2cnc[nH]2)CC1)N(CCc1ccccc1)Cc1ccccc1	-1%	19%	-9%
Cc1ccc(C)c(C(=O)COC(=O)c2cc([N+](=O)[O-])ccc2NCCO)c1	-10%	7%	23%
COCCOc1cc(Nc2nnc(C(F)(F)F)s2)c(Cl)cc1Cl	-1%	0%	nt
Cc1cccc(NS(=O)(=O)c2cccs2)n1	-7%	-15%	-14%
O=C(COC(=O)c1n[nH]c2ccccc12)NC(=O)NCc1ccco1	3%	-6%	9%
CC(C)CC(=O)Nc1ccc(C(=O)Cn2c(=O)oc3ccccc32)cc1	-15%	-10%	-25%
CCCCOC(=O)Cn1c(=N)n(CCC)c2ccccc21	4%	1%	-11%
(list continues)
SMILES	GCN5L2 inh	FEN1 inhibitor	N370S GC
N#Cc1cccc(NC(=O)N2CC[C@@]3(CCCN(S(=O)(=O)c4ccccc4)C3)C2)c1	-12%	nt	11%
O=S(=O)(NCc1ccc2c(c1)OCO2)c1cccc(F)c1	-36%	2%	-10%
CC(C(=O)O)n1nnc2ccccc21 (stereo unspecified)	?	14%	1%
COc1ccc(Nc2ncnc3c2c(-c2ccccc2)cn3-c2ccc(C)c(Cl)c2)cc1OC	3%	-9%	nt
CCOC(=O)c1nn(-c2ccc(F)cc2)c(=O)cc1OCC(=O)Nc1cccc(C)c1	2%	-1%	-14%
COC(=O)N/N=C/c1cn(Cc2ccccc2Cl)c2ccccc12	-7%	4%	0%
CCc1ccc(OCC(=O)Nc2ccc(-c3nc4ccccc4o3)c(O)c2)cc1	36%[activator]	4%	-5%
CCN(CC)C(=O)Cn1c(=O)n(CCCCCC(=O)NCc2ccc3c(c2)OCO3)c(=O)c2sccc21	4%	17%	nt
Cc1cc(C(=O)N2CCc3ccccc3C2)on1	-5%	-4%	2%
COc1cc2cc(CN(Cc3cccs3)C(=S)Nc3ccccc3)c(=O)[nH]c2cc1OC	-9%	-24%	-8%
CCCc1nc2ccccc2[nH]1	-12%	-18%	nt
O=S(=O)(NCCCCCNS(=O)(=O)c1c(F)cccc1F)c1ccc2c(c1)OCCO2	-10%	9%	nt
CCC(c1nnnn1Cc1ccco1)N(Cc1cc2cc(C)cc(C)c2[nH]c1=O)CC1CCCO1 (stereo unspecified)	-22%	-9%	-5%
Cc1ccccc1Nc1nc(N)nc(-c2oc3ccccc3c2C)n1	-9%	-4%	?
C=CCNC(=S)N(Cc1ccccc1)Cc1ccccc1	-10%	-22%	4%
CC(Sc1nnc(N)s1)C(=O)NNC(=O)c1cccc(Cl)c1 (stereo unspecified)	0%	6%	nt
CN1CCC(=O)N([C@H](CSc2ccc(Br)cc2)c2ccccc2)CC1	5%	-11%	-18%
O=C(CC1C(=O)NCCN1Cc1cccc(F)c1)NC1CCC1 (stereo unspecified)	-3%	12%	-5%
O=C(c1cc2ccccc2o1)N1CCN(S(=O)(=O)c2c(F)cccc2F)CC1	-6%	-19%	nt
CN(C)S(=O)(=O)c1ccc(NC(=O)/C=C/c2ccccc2Cl)cc1	2%	0%	-8%
CC(=O)C1=C(C)Nc2ncnn2C1c1ccccc1Cl (stereo unspecified)	-1%	11%	14%
Cc1ccc(-n2nc(C)c(C(=O)Nc3cccc(C(=O)NC4CC4)c3)n2)c(C)c1	-5%	-13%	nt
CCOc1ccc(S(=O)(=O)N2CCN=C2Cc2ccccc2)cc1C	-23%	-15%	1%
COc1ccc2cc(S(=O)(=O)N3CCOCC3)ccc2c1	1%	9%	1%
Nc1nnc(SCC(=O)OCC(=O)NC23CC4CC(CC(C4)C2)C3)s1	-5%	4%	5%
Following part
SMILES	GCN5L2 inh	FEN1 inhibitor	N370S GC
CCCSc1nc(C)cc(=O)[nH]1	-7%	-3%	1%
O=C(CSc1ncn[nH]1)N1N=C2/C(=C/c3ccco3)CCCC2C1c1ccco1 (stereo unspecified)	-3%	-17%	4%
Cc1ccc(N2C(=O)CC(Sc3ccccc3C(=O)O)C2=O)c([N+](=O)[O-])c1 (stereo unspecified)	4%	0%	-5%
O=C(Nc1cccnc1)c1ccc(N2CCCC2)c([N+](=O)[O-])c1	4%	-4%	0%
COc1cc2c(C(=O)NCc3ccccn3)cn(CC(C)C)c(=O)c2cc1OC	-3%	11%	2%
CCN(CC(=O)NCc1cccs1)C(=O)CCc1c[nH]c2ccccc12	-11%	1%	-8%
COc1cc(/C=C2\SC(=S)N(NS(=O)(=O)c3ccccc3)C2=O)cc(OC)c1OC	-13%	-16%	9%
Cc1oc(-c2ccccc2Cl)nc1CN(C)C(C)c1ccon1 (stereo unspecified)	-8%	9%	9%
Cn1c(COc2ccc(C(=O)O)cc2)nc2ccccc21	-28%	-9%	2%
Cc1cc(OCC(=O)N(C)C)c2c(-c3ccccc3)cc(=O)oc2c1	-2%	18%	29%
CCOc1ccc(S(=O)(=O)NCc2ccccn2)cc1NC(=O)c1ccccc1	-2%	-2%	-2%
O=C1c2ccccc2NC(c2ccc(O)cc2)N1/N=C/c1ccc(O)cc1 (stereo unspecified)	-1%	-11%	-16%
CCc1ccc(Nc2ccc(C(N)=O)cc2[N+](=O)[O-])cc1	2%	-4%	16%
O=C(COC(=O)c1cc(S(=O)(=O)N2CCCCC2)ccc1N1CCOCC1)NC1CCS(=O)(=O)C1 (stereo unspecified)	-8%	0%	6%
CCc1ccc(-c2nc(CCl)cs2)cc1	-2%	-7%	1%
CC1CCCCN1CCCNC(=O)C1CCCN(c2ncnc3c2nc2n3CCCCC2)C1 (stereo unspecified)	1%	-13%	-7%
CCN(CC)S(=O)(=O)c1cccc(C(=O)OCc2cc(=O)n3nc(C)sc3n2)c1	1%	1%	-15%
Cc1ccsc1C(=O)Nc1nccs1	-1%	6%	-23%
O=C(N/N=C/c1ccncc1)c1cccc(NC(=O)c2ccccc2Cl)c1	1%	-3%	1%
C/C(=N\Nc1ccc(C)c(Cl)c1)c1ccncc1	-7%	-6%	-5%
COc1ccc(C(=O)NC(C)C2CC3CCC2C3)cc1 (stereo unspecified)	-7%	5%	10%
O=C(CSCc1ccc(Cl)cc1)c1ccco1	-2%	nt	-9%
CC(=O)Nc1ccc(/C=N/NC(=O)CCN2CCN(c3ccccc3)CC2)cc1	-7%	0%	22%
CCN(C(=O)c1cn(C)c(=O)c2cc(OC)c(OC)cc12)c1ccccc1C	?	-10%	-1%
COC(=O)C1=C(C)N(Cc2ccccc2)C(=NCC(C)C)N[C@H]1c1ccc(Br)cc1	?	nt	18%

7 entries from above, ordered by molecular weight, lowest first:
SMILES	GCN5L2 inh	FEN1 inhibitor	N370S GC
O=c1c(-c2cnn(-c3ccccc3)c2)coc2cc(O)ccc12	-1%	-5%	4%
CC(Sc1nnc(N)s1)C(=O)NNC(=O)c1cccc(Cl)c1 (stereo unspecified)	0%	6%	nt
CN(C)S(=O)(=O)c1ccc(NC(=O)/C=C/c2ccccc2Cl)cc1	2%	0%	-8%
CC(=O)Nc1ccc(/C=N/NC(=O)CCN2CCN(c3ccccc3)CC2)cc1	-7%	0%	22%
Cc1ccc2nc(NC(=O)C3CCN(S(=O)(=O)c4cccnc4)CC3)sc2c1	-8%	-22%	-2%
COC(=O)C1=C(C)N(Cc2ccccc2)C(=NCC(C)C)N[C@H]1c1ccc(Br)cc1	?	nt	18%
O=C(COC(=O)c1cc(S(=O)(=O)N2CCCCC2)ccc1N1CCOCC1)NC1CCS(=O)(=O)C1 (stereo unspecified)	-8%	0%	6%

Results in FEN1 inhibitor and GCN5L2 inh, for 3 of the compounds above:
structure | FEN1 inhibitor | GCN5L2 inh
Cn1c(COc2ccc(C(=O)O)cc2)nc2ccccc21 | -9% | -28%
Cc1cc(OCC(=O)N(C)C)c2c(-c3ccccc3)cc(=O)oc2c1 | 18% | -2%
CCOc1ccc(S(=O)(=O)NCc2ccccn2)cc1NC(=O)c1ccccc1 | -2% | -2%

(continued)
SMILES	GCN5L2 inh	FEN1 inhibitor	N370S GC
CCOc1ccc(CNC(c2ccccc2)c2ccccc2)cc1	-1%	10%	-12%
CC(C)C[C@H]1CN=C(N(C)C)N1CC(C)C	-6%	-9%	nt
CCCN(CC(=O)Nc1ccccc1C)C(=O)CCl	-3%	0%	3%
COCCN1CCN(C(=O)C2CCC(=O)N(CCCc3ccccc3)C2)CC1 (stereo unspecified)	-22%	-3%	0%
CC(Oc1cccc(Cl)c1)C(=O)Nc1ccc(S(=O)(=O)NC2=NCCCCC2)cc1 (stereo unspecified)	-7%	-6%	-1%
CC(C)c1ccc(S(=O)(=O)c2cn(Cc3ccc(F)cc3)c3cc4c(cc3c2=O)OCO4)cc1	-12%	nt	-1%
O=C(CCCCn1c(=O)[nH]c2ccsc2c1=O)NCC1CCCO1 (stereo unspecified)	-2%	-8%	1%
CCCn1nc(Oc2nc(N(C)C)nc(N(C)C)n2)ccc1=O	-12%	-3%	10%
Cc1noc(C)c1C(=O)NC(C)C1CCCO1 (stereo unspecified)	1%	-2%	3%
CCOC(=O)C1=C(CSc2nc(-c3ccncc3)ccc2C#N)OC(N)=C(C#N)C1c1cccnc1 (stereo unspecified)	1%	-18%	-1%
CN(c1ccc(C(=O)N2CCOCC2)cc1)S(=O)(=O)c1ccc(Cl)cc1	2%	8%	-19%
Cc1ccnc(NC(=O)c2ccc(Cl)c(NC(=O)CCc3ccccc3)c2)c1	13%	nt	22%
CCOC(=O)c1[nH]c2ccc(OC)cc2c1NC(=O)CCN1CCN(Cc2ccccc2)CC1	1%	6%	-20%
O=C(c1ccc(=O)[nH]c1)N(Cc1ccco1)C1(C(=O)NC2CCCC2)CCCCC1	-1%	2%	14%
CS(=O)(=O)Nc1cccc(-c2cncnc2Nc2ccc(F)cc2)c1	-14%	nt	-1%
CCOc1cc(C2NC(=S)NC(C)=C2C(=O)Nc2ccccc2)ccc1O (stereo unspecified)	3%	9%	-1%
CC(Sc1n[nH]c(N)n1)c1nc2scc(-c3cccs3)c2c(=O)[nH]1 (stereo unspecified)	-3%	5%	9%
O=C(CSc1nnc(SCc2ccccc2)s1)N/N=C/c1ccc(C(=O)O)cc1	-3%	2%	-17%
COc1cccc(-c2cc(NCc3ccccc3OC)ncn2)c1	-22%	nt	-3%
CC(SCC(=O)NC12CC3CC(CC(C3)C1)C2)C(=O)O (stereo unspecified)	3%	0%	2%
COc1ccc(Cn2nnnc2CN(Cc2cc3cccc(C)c3[nH]c2=O)C2CCCC2)cc1	-1%	1%	0%
CC1CC(C)CN(S(=O)(=O)c2ccc(C(=O)NNC(=O)c3ccccc3F)cc2)C1 (stereo unspecified)	2%	-2%	nt
O=C(Cn1cnc2c(cnn2-c2ccccc2)c1=O)NC1CCCC1	-7%	-2%	-8%
CCOC(=O)c1c(C)nc2sc(C(=O)Nc3ccc(C(C)=O)cc3)c(N)c2c1-c1ccc(OC)cc1	-6%	-2%	-1%
Cc1cc(NC(=O)c2cnccn2)no1	-4%	nt	5%

Not all compounds are listed, so the mix of outcomes need not match the whole.
